# GLA spleen mod: alpha-galactosidase A (human) modulation. human spleen homogenate, 4MU-alpha-Gal fluorescence, 40 min. Potency, µM (top dose mostly 80 µM), inactives show at the highest dose activity change, negative = inhibition, actives largely listed as inhibitors. hit rate 0.008% among 240,000;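 note: 0% = enzyme with vehicle and -100% = no enzyme basal signal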
# Target sequence (P06280 32-429 limits assumed): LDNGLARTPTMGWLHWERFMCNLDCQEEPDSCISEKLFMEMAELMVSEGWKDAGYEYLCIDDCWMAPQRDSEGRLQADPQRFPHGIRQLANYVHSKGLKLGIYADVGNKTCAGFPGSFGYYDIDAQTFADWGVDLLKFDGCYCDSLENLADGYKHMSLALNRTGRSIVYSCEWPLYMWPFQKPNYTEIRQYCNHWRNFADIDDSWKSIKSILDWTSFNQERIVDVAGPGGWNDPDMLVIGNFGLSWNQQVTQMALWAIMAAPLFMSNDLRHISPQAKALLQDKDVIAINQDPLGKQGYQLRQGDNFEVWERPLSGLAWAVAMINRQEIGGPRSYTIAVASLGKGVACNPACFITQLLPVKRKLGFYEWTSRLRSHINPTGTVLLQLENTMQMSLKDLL
#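 Human spleen homogenate (1 ug) was the enzyme source, with 4-methylumbelliferyl-alpha-D-galactopyranoside (1 mM final) in pH 5.0 citrate buffer with 0.01% Tween-20. Compounds were titrated; after 40 min at 37C, NaOH/glycine stop, 4-MU fluorescence read; AC50 from Hill fits.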
# HTT ATP protect: protects HTT-Q103 PC12 cells, measured by ATP; PC12 HTT-Q103 induced, cytoprotection, ATP luminescence, 40 h; Potency, µM (doses to about 56.4 µM), for the others: cytoprotection (ATP increase), most hits filed as activators; hit rate 0.14% among 230,000; AID 1471;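 note: % of control where 0% means no effect; nearly all actives have a fitted effect of over 45% in size; toxic huntingtin expression switched on by the ecdysone agonist tebufenozide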
#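 ATP quantification (ATPlite) reports survival of PC12 cells in which tebufenozide, 100 nM final, switches on Htt exon 1 with 103 glutamines linked to GFP; compounds are titrated.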
# aGlu spleen mod: lysosomal alpha-glucosidase (human) modulation; P10253; human spleen homogenate, 4-MU-alpha-glucoside fluorescence; Potency, µM (titrated, usually from 79.9 µM), without a hit: at the top dose activity change, negative = inhibition, hits mostly inhibitors; hit rate 0.006% among 240,000;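 note: 0% = enzyme with vehicle and -100% = no enzyme basal signal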
#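 AC50 values come from Hill-equation fits of concentration-response data, normalized to no-enzyme and full-activity controls. Enzyme source: 1 ug human spleen homogenate; 1 mM fluorogenic 4-MU glucoside, pH 5.0 citrate buffer, 37 C, 40 min.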
# The depositor's hits bear a star; ? = inconclusive; [ ] = remark or other dose. Calls come from the whole dose curve; as a rule, active = well fitted curve in the direction sought with a large enough effect; inconclusive = small, poorly fitted or top-dose-only effect, or another doubt; inactive = no such curve, though single readings can be large; an effect the other way counts as inactive or inconclusive. Potency is the fitted concentration of half-maximal effect. An excerpt; the hit share may differ from the screen's.
SMILES,GLA spleen mod,HTT ATP protect,aGlu spleen mod
CN[C@H]1[C@H](O)[C@@H](O[C@@H]2[C@H](O)[C@@H](O[C@H]3OC(CN)=CC[C@H]3N)[C@@H](N)C[C@H]2N)OC[C@@]1(C)O,4%[29.1 µM],?,-4%[29.1 µM]
COc1cccc(Cn2c(=O)cnc3cnc(Nc4cccc(OC)c4)nc32)c1,-2%,-75%[inhibitor],-9%
Cc1noc(C)c1C(=O)N1CCC2(CC1)CN(Cc1cc(C(F)(F)F)cc(C(F)(F)F)c1)C2,1%,-29%,5%
CCNc1ncc2nc(-c3cc(F)cc(F)c3)c(=O)n(C)c2n1,?,-6%,12%
O=c1c(-c2ccccc2)nc2cnc(N3CCNCC3)nc2n1C1CC1,20%,-2%,17%
FC(F)(F)c1ccccc1-c1cc(NCc2cccs2)ncn1,1%,5%,-2%
CNc1nc(-c2ccccc2C)nc2ccccc12,9%,-5%,12%
c1ccc2scnc2c1,12%,-4%,-4%
COC(=O)N1CCC[C@@]2(CCN(C(=O)Nc3cccc(C#N)c3)C2)C1,21%,0%,0%
CCNc1ncc2nc(-c3ccc(Cl)cc3)c(=O)n(Cc3cccc(OC)c3)c2n1,-12%,0%,4%
Oc1cc(Cl)cc(Cl)c1Cl,0%,-3%,-6%
[O-][N+](=Nc1ccccc1)c1ccccc1,3%,-7%,3%
COc1ccccc1CN1CCCC2(CCN(C(=O)c3ccco3)CC2)C1,1%,?,8%
O=C(c1cccc(F)c1)N1CCC[C@@]2(CCN(c3ncccn3)C2)C1,1%,?,-3%
COCCn1c(=O)c(-c2cc(F)cc(F)c2)nc2cnc(N(C)C)nc21,12%,4%,0%
CCCCCNCCCCC,6%,18%,1%
O=C(c1cc(C(F)(F)F)cc(C(F)(F)F)c1)N1CCC[C@@]2(CCN(Cc3nccs3)C2)C1,-1%,?,-7%
Cc1noc(C)c1-c1ccc2ncnc(N3CCOCC3)c2c1,-2%,-54%[inhibitor],-8%
COc1ccccc1CN1CC[C@@]2(CCCN(C(=O)c3cnccn3)C2)C1,4%,?,-9%
COc1ccc(Oc2ncc3nc(-c4ccc(Cl)cc4)c(=O)n(C)c3n2)cc1,8%,4%,-12%

# Part of the list above in order of count of non-hydrogen atoms, high to low.
SMILES,GLA spleen mod,HTT ATP protect,aGlu spleen mod
Cc1noc(C)c1C(=O)N1CCC2(CC1)CN(Cc1cc(C(F)(F)F)cc(C(F)(F)F)c1)C2,1%,-29%,5%
O=C(c1cc(C(F)(F)F)cc(C(F)(F)F)c1)N1CCC[C@@]2(CCN(Cc3nccs3)C2)C1,-1%,?,-7%
CN[C@H]1[C@H](O)[C@@H](O[C@@H]2[C@H](O)[C@@H](O[C@H]3OC(CN)=CC[C@H]3N)[C@@H](N)C[C@H]2N)OC[C@@]1(C)O,4%[29.1 µM],?,-4%[29.1 µM]
CCNc1ncc2nc(-c3ccc(Cl)cc3)c(=O)n(Cc3cccc(OC)c3)c2n1,-12%,0%,4%
COc1cccc(Cn2c(=O)cnc3cnc(Nc4cccc(OC)c4)nc32)c1,-2%,-75%[inhibitor],-9%
COc1ccc(Oc2ncc3nc(-c4ccc(Cl)cc4)c(=O)n(C)c3n2)cc1,8%,4%,-12%
COc1ccccc1CN1CCCC2(CCN(C(=O)c3ccco3)CC2)C1,1%,?,8%
O=c1c(-c2ccccc2)nc2cnc(N3CCNCC3)nc2n1C1CC1,20%,-2%,17%
O=C(c1cccc(F)c1)N1CCC[C@@]2(CCN(c3ncccn3)C2)C1,1%,?,-3%
CCNc1ncc2nc(-c3cc(F)cc(F)c3)c(=O)n(C)c2n1,?,-6%,12%
CNc1nc(-c2ccccc2C)nc2ccccc12,9%,-5%,12%
[O-][N+](=Nc1ccccc1)c1ccccc1,3%,-7%,3%
CCCCCNCCCCC,6%,18%,1%
Oc1cc(Cl)cc(Cl)c1Cl,0%,-3%,-6%
c1ccc2scnc2c1,12%,-4%,-4%

# More entries follow.
SMILES,GLA spleen mod,HTT ATP protect,aGlu spleen mod
CN1CCN(c2ncc3nc(-c4cccc(C#N)c4)c(=O)n(Cc4ccc(F)cc4)c3n2)CC1,7%,-183%[inhibitor],-12%
O=c1n(CC2CO2)c(=O)n(CC2CO2)c(=O)n1CC1CO1 (stereo not drawn),-15%,-79%,3%
N#Cc1ccc(CN2CCC3(CC2)CCN(C(=O)c2ccncc2)CC3)cc1,-1%,17%,5%
COc1ncc2nc(-c3ccccc3)c(=O)n(CCC#N)c2n1,?,-35%[inhibitor],-4%
COc1ccc(NC(=O)N2CC3(CCN(C(=O)c4cccn4C)CC3)C2)cc1,1%,1%,-1%
COc1ccccc1CN1CC2(CCN(C(=O)c3cnccn3)CC2)C1,-4%,-12%,1%
COc1cccc(Cn2c(=O)c(-c3cccs3)nc3cnc(Nc4cccc(OC)c4)nc32)c1,0%,-36%[inhibitor],6%
c1cncc(-c2ccc3ncnc(NCCN4CCOCC4)c3c2)c1,-5%,-84%[inhibitor],4%
O=C(O)c1ccccc1Cl,16%,-111%[inhibitor],2%
C1CCC2OC2C1 (stereo not drawn),10%,-6%,16%
COc1cccc(-c2nccc(NCc3cccnc3)n2)c1,0%,-60%[inhibitor],5%
Cn1cc(-c2nc3cnc(N4CCOCC4)nc3n(CCC#N)c2=O)c2ccccc21,1%,-9%,5%
CC(/C=C/C=C(C)/C=C/C(=O)O)=C\C=C\C=C(C)\C=C\C=C(C)\C=C\C(=O)O,-10%,-3%,-8%
O=C(c1cc(C(F)(F)F)cc(C(F)(F)F)c1)N1CCC[C@@]2(CCN(c3ccccn3)C2)C1,6%,5%,-15%
O=S(=O)(c1ccccc1)N1CCC2(CC1)CN(c1ccccc1)C2,7%,?,6%
O=c1c(-c2ccc(Cl)cc2)nc2cncnc2n1Cc1ccccc1,-13%,-64%[inhibitor],-16%
C[C@@H]1O[C@H](O[C@@H]2[C@@H](Oc3cc(O)c4c(c3)O[C@H](c3ccc(O)cc3)CC4=O)O[C@@H](CO)[C@@H](O)[C@H]2O)[C@@H](O)[C@H](O)[C@@H]1O,6%[29.1 µM],-2%[40.3 µM],4%[29.1 µM]
CCN(CC)c1ccc(N)cc1,-6%,-53%[inhibitor],4%
COc1ccc(C(=O)N2CCC3(CCCN(C(=O)Nc4cccc(F)c4)C3)CC2)cc1,7%,-55%[inhibitor],-3%
c1cncc(-c2cc(-n3ccnc3)ncn2)c1,-4%,10%,5%
c1csc(CNc2cc(-c3ccoc3)ncn2)c1,-1%,26%,4%
O=C(c1cccc(F)c1)N1CCC[C@@]2(CCN(Cc3ccncc3)C2)C1,2%,6%,-12%
COc1ccc(Oc2ncc3nc(-c4ccc(F)cc4)c(=O)n(C)c3n2)cc1,24%,27%,6%
O=c1c(CCc2ccccc2)nc2cnc(N3CCOCC3)nc2n1C[C@H]1CCCO1,0%,-5%,8%
C/C(Cl)=C/CCl,-6%,5%,-2%
CCCC[C@H](CC)CN=C(N)NC(N)=NCCCCCCN=C(N)NC(N)=NC[C@@H](CC)CCCC,-4%[29.1 µM],-28%[40.3 µM],-7%[29.1 µM]
Cn1c(=O)c(-c2ccc(Cl)cc2)nc2cnc(Oc3ccccc3)nc21,11%,19%,8%
O=C(c1ccncc1)N1CCC2(CCCN(C(c3ccccc3)c3ccccc3)C2)CC1,-5%,-166%[inhibitor],-13%
CCNc1ncc2nc(-c3ccc(Cl)cc3)c(=O)n(C3CC3)c2n1,23%,-49%[inhibitor],1%
COc1cccc(Cn2c(=O)c(-c3cccs3)nc3cnc(OC)nc32)c1,24%,22%,-2%
O=C(c1cccc(F)c1)N1CCC2(CC1)CCN(c1ccccc1)CC2,-3%,?,-5%
Cc1ccc(S(=O)(=O)O)cc1C,-1%,-9%,5%
c1ccc(-c2cccc(N3CCCC4(CCNCC4)C3)c2)cc1,7%,-26%,-8%
COc1ncc2nc(C)c(=O)n(C[C@H]3CCCO3)c2n1,-2%,3%,5%
COc1ccc(-n2c(=O)c(CCc3ccccc3)nc3cnc(N(C)C)nc32)cc1,15%,-5%,13%
O=c1cnc2cnc(Nc3ccccc3)nc2n1Cc1ccc(F)cc1,1%,-10%,-8%
FC(F)(F)c1ccccc1-c1nccc(N2CCNCC2)n1,-8%,-3%,2%
O=c1c(CCc2ccccc2)nc2cnc(N3CCNCC3)nc2n1Cc1ccc(F)cc1,-13%,?,25%
COc1ccc(Oc2ncc3ncc(=O)n(-c4ccc(OC)cc4)c3n2)cc1,-6%,3%,-6%
COCCn1c(=O)c(C)nc2cnc(OCc3ccccc3)nc21,-9%,2%,5%
NC(=O)c1ccc[n+]([C@@H]2O[C@H](COP(=O)([O-])OP(=O)(O)OC[C@H]3O[C@@H](n4cnc5c(N)ncnc54)[C@@H](O)[C@@H]3O)[C@@H](O)[C@@H]2O)c1,-5%[29.1 µM],?,4%[29.1 µM]
COc1cccc(-c2cncnc2N(C)Cc2ccco2)c1,6%,-27%,0%
COc1ccc(Oc2ncc3ncc(=O)n(C[C@H]4CCCO4)c3n2)cc1,-19%,11%,-3%
c1cncc(CNc2ncncc2-c2cccnc2)c1,-2%,1%,2%
CCNc1ncc2nc(-c3ccc(F)cc3)c(=O)n(CCC#N)c2n1,26%,-5%,28%
CN1CCN(c2ncc3nc(-c4cn(C)c5ccccc45)c(=O)n(-c4ccccc4)c3n2)CC1,-6%,-92%[inhibitor],-8%
O=c1cnc2cnc(Oc3cccc(Cl)c3)nc2n1CCc1ccccc1,-5%,-33%[inhibitor],-4%
CC(=O)NCCNc1ncnc2ccc(-c3ccoc3)cc12,15%,-26%,1%
FC(F)(F)c1cccc(Cl)c1,14%,-10%,-1%
CNC(=O)c1ccccc1,7%,2%,7%
O=Cc1ccc(Cl)cc1,-14%,-12%,-2%
Cc1nc2cnc(Oc3ccccc3)nc2n(CCc2ccccc2)c1=O,-7%,-13%,5%
CN(C)c1ccc(-c2ccc3ncnc(N(C)C)c3c2)cc1,10%,-75%[inhibitor],3%
COc1ccc(C(=O)N2CCC[C@@]3(CCN(Cc4ccc(C#N)cc4)C3)C2)cc1,-4%,17%,-6%
COC(C)=O,4%,-12%,-6%
COc1ccc(-c2nc3cnc(N4CCOCC4)nc3n(C3CC3)c2=O)cc1,8%,-9%,3%
O=C(c1csnn1)N1CCC2(CCCN(c3ccccc3)C2)CC1,0%,-30%[inhibitor],-5%
Cn1cccc1C(=O)N1CCC2(CC1)CCN(c1cccc(-c3ccccc3)c1)CC2,7%,7%,5%
NC(=O)Nc1nc2ccccc2[nH]1,8%,-3%,-3%
COc1ccc(C(=O)N2CCC3(CCCN(C(c4ccccc4)c4ccccc4)C3)CC2)cc1,-7%,-50%[inhibitor],-8%
# More entries follow:
SMILES,GLA spleen mod,HTT ATP protect,aGlu spleen mod
CC(=O)N1CCC2(CCCN(Cc3nccs3)C2)CC1,-7%,-38%[inhibitor],11%
CC(C)(C)CC(C)(C)c1ccc(OCOCCOCCO)c(Cc2cc(C(C)(C)CC(C)(C)C)cc(Cc3cc(C(C)(C)CC(C)(C)C)ccc3OCOCCOCCO)c2OCOCCOCCO)c1,-7%[29.1 µM],-19%[40.3 µM],10%[29.1 µM]
COCC(=O)N1CCC2(CCCN(c3cccc(-c4ccccc4)c3)C2)CC1,5%,-2%,-5%
O=c1c(-c2cccs2)nc2cnc(Oc3ccccc3)nc2n1-c1ccccc1,20%,-2%,7%
C=CCCCCCC,3%,5%,-4%
CN(C)Cc1ccccc1-c1nc(NC2CCNCC2)c2ccccc2n1,8%,-134%[inhibitor],5%
Cc1noc(C)c1-c1nc(N(C)C)c2ccccc2n1,1%,-6%,5%
O=C(c1ccncc1)N1CCC2(CC1)CCN(c1ccc(-c3ccccc3)cc1)CC2,6%,7%,-6%
O=c1c(-c2ccc(F)cc2)nc2cncnc2n1-c1ccccc1,12%,5%,-3%
COc1cccc(-c2ccc3ncnc(NCCN4CCOCC4)c3c2)c1,-7%,-162%[inhibitor],-2%
CC(=O)NCCNc1cc(-c2ccccc2CN(C)C)ncn1,2%,15%,3%
CCNc1ncc2nc(CCc3ccccc3)c(=O)n(-c3ccc(OC)cc3)c2n1,2%,-20%,2%
CCCCCC(N)=O,3%,2%,9%
Cc1noc(C)c1-c1cc(NCc2cccnc2)ncn1,-4%,11%,2%
COc1cccc(-c2ccc3ncnc(N(C)Cc4ccco4)c3c2)c1,2%,-141%[inhibitor],12%
COc1ccccc1CNc1ncncc1-c1ccccc1Cl,9%,-3%,-8%
COc1cccc(Nc2ncc3nc(-c4ccc(F)cc4)c(=O)n(C)c3n2)c1,11%,-56%[inhibitor],3%
CC(=O)NCCNc1ncnc2ccc(-c3ccc4c(c3)OCO4)cc12,10%,-39%[inhibitor],6%
Cc1nc2cnc(N3CCNCC3)nc2n(CCC#N)c1=O,-2%,21%,0%
COc1ccc(-n2c(=O)c(-c3ccc(F)cc3)nc3cnc(N4CCNCC4)nc32)cc1,-4%,-79%[inhibitor],-6%
